# TCR CD3 inh: human TCR-CD3 binding inhibition; TAMRA-labeled TCR probe fluorescence, biochemical; 360,000 compounds, 0.37% hits; inhibition, % at 9.4 µM; in the data active means inhibition above about 19%;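 further: recombinant mutant TCR 2C K166C tagged with TAMRA read by polarization; 0% = receptor in buffer alone and 100% = receptor with positive control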
# MBD2 DNA inh: MBD2-methylated oligo binding inhibition; Q9UBB5; TR-FRET, MBD2 binding to methylated oligonucleotide; inhibition, % at 4.4 µM; 370,000 compounds, 0.31% hits; in the data active means inhibition above about 13%
# Target sequence (Q9UBB5 whole entry, looked up): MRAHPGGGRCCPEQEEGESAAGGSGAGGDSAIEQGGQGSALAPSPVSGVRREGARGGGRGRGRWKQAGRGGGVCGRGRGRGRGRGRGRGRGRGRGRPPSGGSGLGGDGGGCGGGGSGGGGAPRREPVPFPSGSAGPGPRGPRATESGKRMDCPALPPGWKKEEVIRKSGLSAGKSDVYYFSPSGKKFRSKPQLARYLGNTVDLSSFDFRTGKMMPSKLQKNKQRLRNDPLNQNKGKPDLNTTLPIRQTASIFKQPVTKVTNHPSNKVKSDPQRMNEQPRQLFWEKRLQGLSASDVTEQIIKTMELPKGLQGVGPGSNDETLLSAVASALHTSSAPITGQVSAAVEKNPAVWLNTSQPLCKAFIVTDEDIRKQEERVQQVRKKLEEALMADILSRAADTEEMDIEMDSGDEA
# NR1D1 modulator: modulates human Rev-erb alpha binding to DNA. 370,000 compounds, 0.79% hits. P20393. activity, % at 10 µM. Rev-erbα–FITC-DNA binding, fluorescence polarization, 90 min;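 active means activity above about 14%, limit read from the data; passing the limit was not always enough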;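 further: 0% = DMSO wells with 35 nM protein and 100% = DMSO wells with 750 nM protein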
# rCAG RNA binder: molecules binding r(CAG) RNA repeats; r(CAG) RNA repeat, TO-PRO-1 dye displacement fluorescence; AID 651821; 370,000 compounds, 1.3% hits; inhibition, % at 3 µM;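 active means inhibition above the plate cutoff, the mean of all test compounds on that plate plus 3 SD, cut at about 35% in these data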;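 further: 0% = DMSO alone and 100% = 100 µM mitoxantrone as full dye displacement; higher means more dye released from RNA so lower well fluorescence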
# PRMT1 FP inh: inhibitors of human PRMT1; Q99873; recombinant PRMT1, activity-based probe fluorescence polarization; inhibition, % at 2.79 µM; 370,000 compounds, 1.3% hits; AID 652257;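 active means inhibition above about 21% made by adding two undisclosed values, limit read from the data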
# HTRA1 inh: HTRA1 (human) protease inhibition; inhibition, % at 5.96 µM; Q92743; 340,000 compounds, 0.5% hits; recombinant HTRA1, FP-rhodamine activity-based probe, fluorescence polarization; AID 504803; in the data active means inhibition above about 36%;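 further: 0% = enzyme with DMSO and 100% = wells lacking enzyme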
# LEDGF integ inh: blocks HIV-1 LEDGF/p75-dependent DNA integration. AID 743269. inhibition, % at 3.7 µM. 370,000 compounds, 0.64% hits. TR-FRET IN-LEDGF/p75 DNA integration, Eu/Cy5;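 active means inhibition above the screen-wide mean plus 3 SD, cut at about 13% in these data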;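 further: signal is the Cy5 over europium emission ratio at 671 and 618 nm; 0% = plate median of compound wells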
# mABHD4 FP: inhibits mouse alpha/beta hydrolase domain 4 | Q8VD66 | purified mABHD4, FP-Rh probe fluorescence polarization | inhibition, % at 8.92 µM | 370,000 compounds, 0.54% hits | AID 720543;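 active means inhibition exceeding the mean over every tested compound plus 3 SD, cut at about 30% in these data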;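 further: 0% = plate median of compound wells and 100% = S159A mutant with DMSO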
# Target sequence (Q8VD66 whole entry, looked up, the tested form may be a part): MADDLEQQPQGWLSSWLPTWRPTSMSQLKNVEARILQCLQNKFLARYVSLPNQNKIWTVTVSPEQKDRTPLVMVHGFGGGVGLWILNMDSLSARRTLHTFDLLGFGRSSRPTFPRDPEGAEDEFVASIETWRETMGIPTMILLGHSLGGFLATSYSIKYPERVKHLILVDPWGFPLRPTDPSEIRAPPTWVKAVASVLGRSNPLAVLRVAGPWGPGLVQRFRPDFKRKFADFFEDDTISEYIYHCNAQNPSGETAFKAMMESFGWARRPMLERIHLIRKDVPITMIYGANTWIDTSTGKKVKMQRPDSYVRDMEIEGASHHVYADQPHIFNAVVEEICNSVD
#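 Test system: mABHD4 protein; Read-out basis: % inhibition; Incubation: 45 min + 60 min at 25 °C; Repeats: single replicate; Technique: fluorescence polarization with parallel and perpendicular emission, 525/598 nm; Compound: 8.92 µM, single dose; Benchmarks: full inhibition S159A mutant plus DMSO, zero as sample-well median.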
# PG9 Ab binder: binds the HIV-1 gp120 antibody PG9 | AID 624416 | inhibition, % at 6.7 µM | TR-FRET gp120-PG9 antibody binding | 360,000 compounds, 0.43% hits; in the data active means inhibition above about 8.5%
# UHRF1 MBD2 ctr: human UHRF1 methylated DNA binding inhibitors; Q96T88; UHRF1 binding to methylated oligo, TR-FRET; inhibition, % at 4.4 µM; 370,000 compounds, 0.75% hits; in the data active means inhibition above about 21%;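 further: UHRF1 SRA domain binding a hemimethylated CpG hairpin DNA probe; 0% = median of test compound wells and 100% = reference inhibitor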
# * marks the source's active call; other numbers are inactive results; x = not tested or not shown.
SMILES,TCR CD3 inh,MBD2 DNA inh,NR1D1 modulator,rCAG RNA binder,PRMT1 FP inh,HTRA1 inh,LEDGF integ inh,mABHD4 FP,PG9 Ab binder,UHRF1 MBD2 ctr
COc1ccc(OCc2n[nH]c(=S)n2Cc2ccco2)cc1,2.3,1.3,0.3,4.4,2.4,6.0,-3.4,4.3,1.9,-0.3
CCOc1ccccc1C=NNC(=O)c1cccc2ccccc12,2.6,1.2,-9.0,1.8,1.9,-4.8,-2.1,0.7,1.9,-0.3
CCOc1ccc(-n2c(SCC)nc3c(c2=O)SCC3)cc1,4.4,3.6,2.1,-5.2,1.7,-1.4,0.9,2.5,-1.1,0.1
Cc1ccc(-c2nnn(CC(=O)N(c3cnc4ccccc4c3)C(C(=O)NC3CCCC3)c3ccncc3)n2)o1 (stereo unspecified),0.7,-6.6,0.8,5.1,1.5,-5.8,-0.4,5.9,2.0,-2.2
O=c1c2ccccc2ncn1CCOc1ccccc1[N+](=O)[O-],2.0,-1.0,3.0,-3.6,0.0,-5.8,-0.4,1.1,1.1,0.1
Cc1cc2cc(C)c(SCC(=O)NCc3ccco3)nc2cc1C,-3.4,0.9,0.0,-1.2,0.6,-12.8,-1.2,-0.2,0.1,3.2
CCOc1ccc(CN(C(=O)c2oc3ccccc3c2C)C2CCS(=O)(=O)C2)cc1 (stereo unspecified),-3.6,1.4,-3.8,-3.0,1.6,-7.8,5.1,-5.2,0.8,2.6
O=C(Cn1cc2c(n1)CCCC2)NCCCN1CCN(c2ccccc2F)CC1,-8.0,6.5,2.7,2.4,-2.0,-2.7,-2.4,4.7,-0.9,0.7
Cc1cccc2c(C(=O)N3CCN(C(=O)c4ccco4)CC3)cc(-c3cccc(Br)c3)nc12,3.4,0.8,4.9,15.8,4.3,-63.1,0.3,-26.4,-0.5,-2.4
COc1ccc(S[C@]2(C(=O)N3CCN(C(C)=O)CC3)CC(=O)N(C(=O)/C=C/c3ccccc3)[C@@H]2c2ccc(OC)cc2)cc1,x,-2.4,4.9,16.1,17.7,x,-3.4,-4.3,x,-0.8
O=C(c1cn(-c2ccccc2)nc1-c1ccc(F)cc1)N1CCCCC1,7.6,4.3,1.9,-4.6,0.9,-7.2,0.4,13.2,-1.8,-1.6
NC(=O)CC(NC(=O)Cc1ccc(Br)cc1)c1ccc(NC2CCN(Cc3ccccc3)CC2)c([N+](=O)[O-])c1 (stereo unspecified),-4.0,-8.4,1.8,19.4,-2.4,0.3,4.0,-12.8,-1.4,-0.7
COc1ccc(S(=O)(=O)Nc2ccccn2)cc1,-9.0,-1.1,4.7,-1.8,3.0,-7.3,-4.6,3.1,-2.0,-0.5
COc1ccc(Nc2cc3n(c(=O)n2)CCc2cc(OC)c(OC)cc2-3)c(C)c1,-3.7,-0.8,-0.6,7.8,8.6,-0.2,4.3,1.1,0.2,0.7
CC(=O)Nc1ccc(NC(=O)c2ccccc2N(C)S(=O)(=O)c2ccccc2)cc1,-8.5,-3.0,-0.4,-3.2,8.1,-0.9,-1.0,-3.9,1.4,0.1
CCn1cc(C(=O)N[C@H](C(=O)NCCCOC)C(C)C)c(=O)c2cc3c(cc21)OCO3,-4.4,0.5,4.5,-1.4,1.8,9.4,-0.1,6.1,0.9,0.6
CN(C)c1ccc(C=Cc2nccc3ccccc23)cc1,157.2*,-10.7,302.6*,-71.9,139.4*,x,1.9,111.5*,-2.9,-22.1
C=C1CCN([C@@H](Cc2ccccc2)C(=O)NCc2ccccc2)S(=O)(=O)c2ccccc21,-0.8,-1.4,-1.9,-3.9,-1.2,-21.8,2.0,-7.0,-1.4,1.2
CN(CC(=O)N1CCN(c2cccc(Cl)c2)CC1)S(=O)(=O)c1cnc[nH]1,1.9,-1.6,-1.6,-2.5,-1.8,-0.7,-3.9,0.5,-1.6,-1.9
O=C(Nc1ccc2cn[nH]c2c1)c1ccccc1F,6.7,-0.7,6.1,2.4,-0.9,0.4,-5.9,5.9,-2.3,-1.9
CCCSc1cc(Cl)nc(N)n1,-2.4,-1.4,-5.7,-0.3,0.1,-3.1,1.5,3.0,0.0,2.4
Cc1cccn2c(=O)nc(SCC(=O)Nc3cccc4ccccc34)nc12,5.0,-1.9,-3.1,-2.4,-0.7,-2.8,-0.2,5.8,0.8,1.5
CC1Cc2cc(S(=O)(=O)N3CCC(C(N)=O)CC3)ccc2N1C(=O)C1CC1 (stereo unspecified),0.8,0.6,6.5,-1.1,-2.4,3.3,1.8,1.4,-1.7,-4.6
O=C(N/N=C/c1sc(=O)n(Cc2ccc(Br)cc2)c1Cl)c1ccco1,-1.5,6.7,-16.5,2.6,3.0,1.3,-1.4,4.2,-1.1,-2.4
Cc1ccc(S(=O)(=O)N2CCN(S(=O)(=O)c3ccc(C)cc3)C2)cc1,4.0,4.0,2.0,-2.8,1.6,-4.6,0.0,5.9,-1.5,0.7
C#CCOCCOCCOCCNc1nc(N2CCN(C(=O)[C@H](CCC(=O)O)n3cc([C@@H](N)[C@H](C)CC)nn3)CC2)nc(N2CCN(C(=O)[C@H](CCCCN)n3cc([C@@H](N)CC(N)=O)nn3)CC2)n1,-5.4,-0.2,-0.2,0.9,-3.3,10.8,0.5,-3.9,-2.1,5.9
CNC(=O)c1ccccc1S(=O)c1ccccc1COC(C)=O (stereo unspecified),2.5,4.2,-4.2,0.0,-4.2,1.3,-0.2,0.2,-0.1,-0.3
O=C(c1cccc(S(=O)(=O)Nc2cccc(C(F)(F)F)c2)c1)N1CCCCC1,-2.6,-3.6,9.1,3.0,2.4,1.4,-7.1,8.1,-2.1,2.7
CCCCC(NS(=O)(=O)c1ccc(C)cc1)C(=O)Oc1ccc2c3c(c(=O)oc2c1)CCC3 (stereo unspecified),0.7,1.0,-4.6,-0.5,-2.5,9.7,-0.4,-0.5,2.8,-1.3
COc1ccc(C)cc1S(=O)(=O)Nc1cccc(Cl)c1,4.2,-2.0,4.6,1.4,0.3,-7.2,-1.9,-12.6,1.0,-1.3
COc1ccc(NC(=O)CN(C)C(=O)c2ccc(N3CCCCC3)c([N+](=O)[O-])c2)cc1,1.4,-7.8,-0.8,-1.1,2.1,-0.5,0.0,6.2,0.3,-4.2
Cc1ccc(CN(C)C(=O)C2CCC(=O)N(C3CCCCCC3)C2)cc1 (stereo unspecified),9.2,3.0,-5.1,-7.9,-1.3,0.6,0.3,4.1,-0.7,-2.7
COC(=O)c1ccc(OCC(O)Cn2nnc3ccccc32)cc1 (stereo unspecified),6.5,1.8,3.4,-5.8,-3.4,3.1,-1.2,-0.6,-2.0,-0.9
CCC(O)C1CCN(Cc2cn(-c3ccc(OC)cc3)nc2-c2cccc(F)c2)CC1 (stereo unspecified),6.6,-9.6,5.2,-4.0,-3.9,-14.9,2.5,2.2,1.2,0.5
COc1ccc(C/C(C)=N/NC(=O)C2COc3ccccc3O2)cc1 (stereo unspecified),7.0,0.2,-2.0,1.9,1.1,-5.1,2.0,-0.5,-0.9,0.9
COc1ccc(/C=C2\SC(=O)N(CCn3cnnn3)C2=O)cc1,-0.9,-8.0,-1.1,-1.2,2.2,4.5,-0.2,2.5,-1.7,0.0
C=CCn1nc2ccccc2c1OCCO,-5.2,-2.8,-1.6,1.2,-2.3,-3.0,-0.3,0.5,-2.5,1.4
Cc1nn(C)cc1CNC(=O)c1cccc(F)c1,-5.7,-1.0,0.8,-0.1,2.2,5.8,-3.8,-3.6,1.9,2.3
COc1cc2oc(=O)cc(-c3ccc(-c4ccc(F)c(Cl)c4)cc3)c2c(OC)c1OC,3.8,1.0,0.0,4.5,-1.8,-6.1,0.0,-0.9,-1.2,-0.3
O=C(CCO)c1ccc(O)cc1,26.8*,16.2*,-31.4,8.9,6.7,11.2,31.6*,7.6,-0.8,28.3*
CN1CCN2c3ncccc3Cc3ccccc3[C@@H]2C1,7.6,3.3,5.7,-0.9,-3.4,0.2,-1.2,-6.0,-2.0,-0.2
Cc1ccc(C2C(C#N)=C(N)Oc3n[nH]c(-c4cccs4)c32)cc1 (stereo unspecified),-5.6,-6.5,-4.0,11.8,-0.9,-10.9,3.5,8.1,0.5,-4.4
N#C/C(=C\c1cccc([N+](=O)[O-])c1)C(=O)Nc1cccnc1,5.9,-1.6,1.9,1.2,-5.4,5.0,3.2,-12.2,0.6,0.8
COCCNc1nnc(SCC(=O)Nc2cc(C)on2)s1,5.2,1.9,5.5,0.5,0.0,8.6,2.6,-5.5,-0.1,-0.1
COc1cc(NC(=O)COc2ccccc2C)ccc1NC(=O)c1ccco1,6.5,-2.3,3.8,-0.2,1.6,-5.5,-0.9,1.0,-1.1,0.8
Cc1ccnc(SCCn2c(Br)nc3c2c(=O)[nH]c(=O)n3C)n1,10.2,0.5,0.6,3.4,-1.9,-0.2,-0.5,0.1,1.3,1.2
Cc1nc(SCC(=O)NCc2ccco2)c2oc3ccccc3c2n1,-7.1,1.6,-4.9,2.9,-1.0,-6.4,-0.6,-3.7,-1.3,-1.3
CS(=O)(=O)NC1CCN(Cc2ccccc2)CC1,6.2,-0.8,3.5,-1.7,1.4,4.8,-0.9,5.5,0.5,4.2
CC1=C(C(=O)OCc2ccccc2)C(c2ccco2)C2=C(CC(C)(C)CC2=O)N1 (stereo unspecified),-1.1,-5.0,-0.5,-9.0,1.1,-12.0,3.1,-13.8,-1.2,1.7
CCCCn1c(N)c(N(CC(C)C)C(=O)COC(=O)C2(c3ccccc3)CC2)c(=O)[nH]c1=O,1.5,0.6,0.5,-5.5,1.9,-2.5,-3.7,6.2,-1.2,-0.9
COCCCNC(=O)CN(c1cc([N+](=O)[O-])ccc1OC)S(C)(=O)=O,4.1,2.1,-2.1,-0.6,2.5,3.3,6.1,-1.4,-2.2,5.2
Cc1cccc(C)c1OCC(=O)NC(Cc1c[nH]c2ccccc12)C(=O)O (stereo unspecified),-2.1,2.7,-3.2,-3.3,0.5,-2.8,-2.3,-0.2,0.1,2.5
CC1(C)Cc2c(sc3c2c(=N)n(Cc2ccco2)c(=O)n3CC(=O)Nc2ccccc2)CO1,5.8,6.8,1.8,14.3,5.2,-14.3,0.2,-21.1,3.2,4.1
CN(Cc1nc(-c2ccccn2)no1)S(=O)(=O)c1ccc(Cl)cc1,-5.6,3.2,-4.7,-4.5,8.2,-0.8,0.2,-10.9,0.5,3.0
N#Cc1ccc(NC(=O)Cn2cnc(S(=O)(=O)N3CCCCC3)c2)cc1,-0.9,-4.8,-2.7,1.2,-4.6,6.0,0.8,1.5,-1.9,1.5
O=c1[nH]c(=S)[nH]c2nccnc12,-6.5,4.3,-2.5,1.3,2.3,-1.3,-6.7,8.3,0.3,2.5

# Nothing new here: an excerpt of the list.
SMILES,TCR CD3 inh,MBD2 DNA inh,NR1D1 modulator,rCAG RNA binder,PRMT1 FP inh,HTRA1 inh,LEDGF integ inh,mABHD4 FP,PG9 Ab binder,UHRF1 MBD2 ctr
CN1CCN2c3ncccc3Cc3ccccc3[C@@H]2C1,7.6,3.3,5.7,-0.9,-3.4,0.2,-1.2,-6.0,-2.0,-0.2
Cc1ccc(C2C(C#N)=C(N)Oc3n[nH]c(-c4cccs4)c32)cc1 (stereo unspecified),-5.6,-6.5,-4.0,11.8,-0.9,-10.9,3.5,8.1,0.5,-4.4
N#C/C(=C\c1cccc([N+](=O)[O-])c1)C(=O)Nc1cccnc1,5.9,-1.6,1.9,1.2,-5.4,5.0,3.2,-12.2,0.6,0.8

# Not all compounds are listed; count on the stated rates, not on these rows.
